# M. tuberculosis: growth inhibition of non-replicating M. tuberculosis (AID 488890); Mycobacterium tuberculosis non-replicating, growth inhibition; higher % means a stronger effect; inhibition, % at 25 µM, or IC50 in µM where a hit was titrated; hit rate 0.39% among 320,000; in the data active means a potency from the dose series; inconclusive means inhibition mostly from about 82% at the one dose, without a potency; inactive means the rest, 99 in 100 with inhibition below about 76%;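 further: plate controls were DMSO cells for no effect and high antibiotic wells for full effect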
# PhoP GFP inhibition: Inhibition of PhoP regulon, Salmonella typhi GFP reporter cells, confirmation, 4 h (AID 1850) | inhibition, % at 50 µM, or IC50 in µM where a hit was titrated | hit rate 0.33% among 310,000 | Salmonella Typhi PhoP-promoter GFP reporter, fluorescence, 4 h; higher % means a stronger effect; in the data active means a potency from the dose series; inconclusive means inhibition mostly from about 25% at the one dose, without a potency; inactive means the rest, 99 in 100 with inhibition below about 19%;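 further: 0% = induced wells with vehicle and 100% = uninduced wells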
# H37Rv inhibition: M. tuberculosis growth inhibition, HTS (AID 449762). M. tuberculosis H37Rv growth inhibition, 7H9 media; higher % means a stronger effect. one-dose inhibition, % at 25 µM; IC50 in µM for titrated hits. hit rate 0.59% among 330,000; in the data active means a potency from the dose series; inconclusive means inhibition above about 70% without an active follow-up result;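 further: bacterial growth assessed after seven days of incubation; strong numbers were not always called active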
# H1N1 NS1A inhibition: NS1A inhibition, H1N1 influenza, cell based functional assay (AID 504329). hit rate 0.3% among 340,000. NS1A functional cell-based assay, percent inhibition; higher % means a stronger effect. one-dose inhibition, % at 12.5 µM; IC50 in µM for titrated hits; in the data active means a potency from the dose series; inconclusive means inhibition above about 27% without an active follow-up result; further: strong numbers were not always called active
# VEEV TC-83 Vero: inhibitors of VEEV TC-83 cytopathic effect, confirmation, Vero cells (AID 588727); one-dose inhibition, % at 20 µM; IC50 in µM for titrated hits; hit rate 0.13% among 350,000; Vero cells, VEEV TC-83 cytopathic effect inhibition; higher % means a stronger effect; in the data active means a potency from the dose series; inconclusive means inhibition mostly from about 14% at the one dose, without a potency; inactive means the rest, 99 in 100 with inhibition below about 12%; further: strong numbers were not always called active
# VEEV TC-83 Vero 10K pilot screen: further read-out of VEEV TC-83 Vero, marked with its call; inhibition, %; measured here: 10K pilot screen inhibition
# * marks the source's active call; other numbers are inactive results; i = inactive; ? = inconclusive; / = no result given; & = joins results of further samples.
SMILES,M. tuberculosis,PhoP GFP inhibition,H37Rv inhibition,H1N1 NS1A inhibition,VEEV TC-83 Vero,others
Nc1c(S(=O)(=O)c2cccs2)c2nc3ccccc3nc2n1/N=C/c1cccc(O)c1,39%,1%,-1%,-11%,i,
CCCC(O)(c1ccccc1)C(c1ccccc1)c1ccccn1 (stereo unspecified),/,/,/,16%,0.4%,
Cc1ccc(S(=O)(=O)N2CCOCC2)cc1C(=O)N1CCN(c2ncccn2)CC1,/,/,/,3%,i,
O=c1oc2cc(OCc3ccc([N+](=O)[O-])cc3)ccc2c2c1CCCC2,-5%,17%,3%,6%,1.2%,
CN(c1ccccc1)c1nc(N)c([N+](=O)[O-])c(NCc2ccccc2)n1,-12%,-1%,-1%,-28%,7.6%,
C=CCN1C(=O)CSC1=Nc1ccc(C(=O)O)cc1,-12%,-8%,0%,-2%,i,
N#Cc1c(-c2ccc(Br)cc2)cc(-c2cccnc2)nc1N,2%,-8%,4%,21%,1.3%,
CCN1CCN(c2ccc(N)cc2C)CC1,12%,-14%,-5%,13%,0.3%,
CC1=C(C#N)C(NC(=O)C(C)(C)C)(C(F)(F)F)C(=O)N1 (stereo unspecified),-7%,10%,-5%,-9%,i,
O=C(Nc1ccc(-c2cn3ccsc3n2)cc1)C1COc2ccccc2O1 (stereo unspecified),24%,0%,12%,7%,12%,
COc1cccc(OCc2nc3ccccc3[nH]2)c1,/,-8%,0%,-2%,0.3%,
CCCc1cc(=O)[nH]c(SCC(=O)c2cc(C)n(C(C)COC)c2C)n1 (stereo unspecified),2%,5%,-8%,-2%,0.5%,
CCc1ccc(N2CC(C(=O)OCC(=O)Nc3ccc(C#N)cc3)CC2=O)cc1 (stereo unspecified),25%,/,1%,-15%,0.7%,
COC(=O)c1ccc(C(=O)OC)c(NC(=O)/C=C/C(=O)O)c1,-3%,-4%,-1%,0%,i,
O=C(c1cccc(S(=O)(=O)NCc2ccccc2)c1)N1CCCCC1,-4%,1%,-2%,-5%,0.2%,
Cc1ccc(C(=O)N2CCCC2)cc1S(=O)(=O)Nc1ccccc1,29%,1%,4%,-6%,1.1%,
CCOC(=O)N1CCC(c2[nH][nH]c(=O)c2C)CC1,/,7%,1%,3%,1.0%,
Brc1c(-c2ccc3c(c2)OCO3)nc2ncccn12,1.1µM*,21%,?,2%,0.8%,
CC(C)(C)OC(=O)[C@H](Cc1ccccc1)NC(=O)c1nc[nH]c1C(=O)N1CCN(c2ccccc2)CC1,70%,3%,1%,-19%,5.6%,
C=CCn1c(=O)[nH]c2cc(C(=O)N3CCN(c4cc(C)ccc4C)CC3)ccc2c1=O,31%,2%,-6%,-1%,i,
N/C(=N\OC(=O)COc1ccc(Cl)cc1)c1ccc(Cl)cc1,74%,0%,8%,-9%,0.8%,
O=C(CNc1ccccc1)N/N=C/c1ccc2c(c1)OCO2,5%,-5%,4%,5%,0.6%,
NNC(=O)c1cccc(S(=O)(=O)Nc2cccc(C(F)(F)F)c2)c1,7%,11%,-14%,-10%,2.5%,
COc1ccc(C(=O)N2CCNC(=O)C2CC(=O)Nc2ccc(C)c(C)c2)cc1 (stereo unspecified),8%,-5%,4%,-4%,i,
O=C(NCCCN1CCc2ccccc2C1)C1CCN(S(=O)(=O)N2CCC3(CC2)OCCO3)CC1,10%,-13%,-2%,-19%,0.8%,
Fc1ccc(OCCCn2ccnc2)cc1,12%,10%,-2%,-4%,i,
Cc1ccc(OCC(=O)N2CC(C)OC(C)C2)c([N+](=O)[O-])n1 (stereo unspecified),-1%,-10%,5%,5%,i,
O=C(COC(=O)c1ccccc1Cl)NC1CCCCCC1,?,/,?,-7%,1.0%,
CC1=C(C(=O)Nc2ccccc2C)C2(CCCC2)C(C(N)=O)C(=O)N1 (stereo unspecified),3%,-3%,2%,-7%,1.6%,
CCCCN(C(=O)c1ccc(C)o1)c1c(N)n(CCCC)c(=O)[nH]c1=O,-3%,8%,-2%,-4%,i,

# Next section (three carried over from the part before).
SMILES,M. tuberculosis,PhoP GFP inhibition,H37Rv inhibition,H1N1 NS1A inhibition,VEEV TC-83 Vero,others
O=C(COC(=O)c1ccccc1Cl)NC1CCCCCC1,?,/,?,-7%,1.0%,
CC1=C(C(=O)Nc2ccccc2C)C2(CCCC2)C(C(N)=O)C(=O)N1 (stereo unspecified),3%,-3%,2%,-7%,1.6%,
CCCCN(C(=O)c1ccc(C)o1)c1c(N)n(CCCC)c(=O)[nH]c1=O,-3%,8%,-2%,-4%,i,
COc1ccc2ncccc2c1Cc1c(OC)ccc2ncccc12,/,/,/,0%,14%,
CC(C)N(C)C1CCN(C(=O)Nc2ccc(Cl)cc2)CC1,2%,7%,2%,3%,3.6%,
COC(=O)CCCC1=CC2=CC(=O)C(C)(OC(=O)c3cccs3)C(=O)C2=CN1Cc1ccc2c(c1)OCO2 (stereo unspecified),9%,3%,-1%,2%,0.3%,
COc1ccccc1OCC(=O)N(Cc1nc(-c2ccccc2)no1)C1CCCCC1,25%,6%,4%,-1%,5.7%,
Cc1cc(C)n(C(=O)CNC(=O)c2ccc3c(c2)OCCO3)n1,-2%,-4%,-4%,-17%,0.8%,
O=[N+]([O-])c1ccccc1S(=O)(=O)Nc1cccc(-c2ccc(N3CCOCC3)nn2)c1,-3%,2%,0%,-5%,1.1%,
O=C(Cn1c(=O)oc2ccccc21)Nc1ccc(S(=O)(=O)N2CCCCC2)cc1,-18%,-10%,-3%,0%,1.7%,
Cc1ccnc(NC(=O)c2c(-c3ccccc3Cl)noc2C)c1,-10%,-7%,7%,2%,0.2%,
CC(C(=O)O)n1c(-c2ccn[nH]2)n[nH]c1=S (stereo unspecified),0%,-10%,-1%,-9%,0.9%,
Cc1cc[n+](CC(=O)Nc2nc3ccccc3s2)cc1,-12%,-7%,-4%,6%,2.0%,
COc1ccc(S(=O)(=O)N(C)CC(=O)NCCCN2CCOCC2)cc1C,/,/,/,-25%,i,
CC(C)Cc1cc(C(=O)N2CCC(N3CCC(C(=O)N4CCCC4)CC3)CC2)n[nH]1,0%,-3%,-4%,-7%,1.3%,
O=C(CSc1nc2ccccc2c(=O)n1-c1ccc(F)cc1)Nc1ccc(C(=O)O)cc1,3%,-2%,3%,-4%,i,
Cc1occc1C(=O)N1CCN(c2ccc(Cl)c(Cl)c2)CC1,33%,5%,2%,19%,i,
O=C(CSc1nnc(-c2ccccc2Cl)n1Cc1ccco1)Nc1ccc2c(c1)OCCO2,17%,-4%&16%,-2%,2%,6.8%,
O=C(O)c1cc(N2C(=O)C=CC2=O)cc(N2C(=O)C=CC2=O)c1,/,/,/,0%,0.3%,
O=C(C(Cc1ccccc1)N1C(=O)C2C3C=CC(C3)C2C1=O)N1CCCCCC1 (stereo unspecified),-3%,2%,-4%,0%,0.8%,
Cc1sccc1/C=N/NC(=O)c1ccco1,62%,-8%,-16%,-5%,6.0%,
CC1(C)Oc2ccc3ccc(=O)oc3c2/C(=C/NNC(N)=S)C1=O,-11%,-9%,2%,27µM*,1.1%,
CC(=O)Nc1ccc(NC(=O)C2CC(=O)Nc3nc4ccccc4n32)cc1 (stereo unspecified),-5%,-10%,7%,4%,0.1%,
COc1ccc(-c2ccc3c(c2)[C@@H]2C[C@H](N(C)C(=O)C(C)(C)C)[C@H]([C@H](C)O)C(=O)N2CC3)cc1,/,/,/,15%,i,
COC(=O)C1=C(c2ccc(OC(F)(F)F)cc2)C[C@@H]2CC[C@H]1N2C(=O)N1CCC(O)CC1,-2%,/,-6%,-7%,0.2%,VEEV TC-83 Vero 10K pilot screen=0.0
O=C(COc1ccc(-n2cnnn2)cc1)NC1CCCCC1,-1%,-7%,3%,20%,1.9%,
CCOc1cc(/C=C2\SC(=NC)N(C)C2=O)cc(Cl)c1OC(C)=O,15%,-12%,-1%,6%,0.3%,
COc1cc(C(NC=O)C(=O)Nc2c(C)cccc2C)ccc1O (stereo unspecified),-4%,-13%,1%,13%,i,
CC1CCc2cc(F)ccc2N1C(=O)c1cccnc1 (stereo unspecified),9%,-1%,11%,-3%,i,
O=C(c1cccc(C(F)(F)F)c1)N1CCC(O)(CS(=O)(=O)Cc2ccccc2Cl)CC1,-3%,-1%,-2%,-2%,0.6%,
COc1ccc(C2CC(C(F)(F)F)n3nc(C(=O)Nc4ccc5c(c4)OCO5)cc3N2)cc1 (stereo unspecified),13%,13%,-5%,-6%,1.1%,
CC(=O)Nc1ccc(S(=O)(=O)N[C@@H](C)C(=O)N2CCN(c3ccccn3)CC2)cc1,0%,-4%,1%,-10%,1.7%,
CC1(C)CC2CC(C)(CN2C(=O)c2cc(-c3ccccc3)on2)C1 (stereo unspecified),21%,8%,4%,-1%,1.4%,

# Five structures out of the list, arranged by SMILES length, falling.
SMILES,M. tuberculosis,PhoP GFP inhibition,H37Rv inhibition,H1N1 NS1A inhibition,VEEV TC-83 Vero,others
COC(=O)C1=C(c2ccc(OC(F)(F)F)cc2)C[C@@H]2CC[C@H]1N2C(=O)N1CCC(O)CC1,-2%,/,-6%,-7%,0.2%,VEEV TC-83 Vero 10K pilot screen=0.0
CC(=O)Nc1ccc(S(=O)(=O)N[C@@H](C)C(=O)N2CCN(c3ccccn3)CC2)cc1,0%,-4%,1%,-10%,1.7%,
CC(=O)Nc1ccc(NC(=O)C2CC(=O)Nc3nc4ccccc4n32)cc1 (stereo unspecified),-5%,-10%,7%,4%,0.1%,
CCOc1cc(/C=C2\SC(=NC)N(C)C2=O)cc(Cl)c1OC(C)=O,15%,-12%,-1%,6%,0.3%,
COc1cc(C(NC=O)C(=O)Nc2c(C)cccc2C)ccc1O (stereo unspecified),-4%,-13%,1%,13%,i,

# More compounds
SMILES,M. tuberculosis,PhoP GFP inhibition,H37Rv inhibition,H1N1 NS1A inhibition,VEEV TC-83 Vero,others
O=C(Nc1ccccc1)OC1CC2CC1C1CCCC21 (stereo unspecified),80%,10%,3%,-1%,3.1%,
O=C(Cc1ccccc1)Nc1ccccc1C(=O)Nc1ccccc1,37%,-2%,13%,1%,0.3%,
CNC(=O)c1ccc(CNC(=O)OCc2ccccc2)cc1,19%,0%,-1%,-3%,1.9%,
COc1ccccc1Nc1ccncc1[N+](=O)[O-],-2%,-5%,1%,2%,0.7%,
COc1cc2[nH]c(=S)nc(NCc3ccc(C)cc3)c2cc1OC,0%,4%,0%,2%,2.5%,
O=[N+]([O-])c1ccc(-c2cn(-c3ccccc3)c(=S)[nH]2)cc1,2%,-4%,1%,11%,0.5%,
Cc1cccc(N(CC(=O)N2CCc3ccccc3C2)S(C)(=O)=O)c1C,-7%,-7%,-3%,-4%,i,
Cc1ccc(OCCNC(=O)CCNS(=O)(=O)c2ccc(Br)cc2)cc1,0%,-3%,3%,8%,1.6%,
Cn1c(COc2ccc(Cl)cc2)nc2ccccc2c1=O,13%,2%,-6%,-6%,0.3%,
CCOc1ccc(N2C(=O)CC(N(Cc3ccco3)C(=O)CCC(=O)O)C2=O)cc1 (stereo unspecified),2%,8%,-2%,-7%,0.3%,
Cc1ccc(CN2CCc3[nH]c(=S)[nH]c(=O)c3C2)cc1,24%,4%,3%,2%,0.6%,
CN1CCC(NC(=O)Nc2cccc(C(F)(F)F)c2)CC1,0%,8%,6%,1%,0.7%,
O=c1[nH]c(C2CCCN(S(=O)(=O)c3ccc(F)cc3)C2)nc2c1nnn2Cc1ccc(F)cc1 (stereo unspecified),2%,4%,13%,-5%,5.9%,
CC(C)CC(=O)Nc1ccccc1N1CCN(c2ccccc2)CC1,7%,8%,4%,6%,1.3%,
COc1ccc(C2=NN(CCC(=O)NCC3CCCO3)C(=O)CC2)cc1 (stereo unspecified),-15%,-11%,-1%,8%,i,
COc1cc(OC)c(OC)cc1/C=N/NC(=O)c1cnccn1,-12%,3%,60%,-16%,1.9%,
CCS(=O)(=O)N1Cc2ccccc2CC1C(=O)OCC(=O)Nc1ccc(SC(F)F)cc1 (stereo unspecified),12%,5%,-8%,20%,0.3%,
O=C(NNC(=O)c1ccncc1)c1ccncc1,30%,-2%,-36%,-4%,i,
Cc1ccc(OCCNC(=O)c2ccco2)cc1C,14%,4%,1%,-9%,0.4%,
CCC(C)NS(=O)(=O)c1ccc(NS(=O)(=O)c2ccccc2[N+](=O)[O-])cc1 (stereo unspecified),-4%,7%,2%,-13%,1.9%,
COc1ccc(CCNC(=O)Cc2ccc(Cl)cc2)cc1OC,6%,3%,1%,2%,i,
CN(C)/C=C/C(=O)c1ccc(N2CCN(c3ncc(C(F)(F)F)cc3Cl)CC2)cc1,?,-2%,44%,5%,i,VEEV TC-83 Vero 10K pilot screen=11
COc1ccc(CNc2nccs2)cc1,-12%,-1%,2%,3%,0.9%,
COC(=O)c1cccc(NS(=O)(=O)c2ccc(OC)c(C(=O)N3CCOCC3)c2)c1C,-8%,-11%,1%,9%,0.8%,

# From PubChem BioAssay
